# USP1 inh: USP1/UAF1 (human) deubiquitinase inhibition | O94782 | recombinant USP1/UAF1, Ub-Rhodamine cleavage fluorescence | Potency, µM (titrated, usually from 57.1 µM), for the others: at the highest dose activity change, negative = inhibition, hits mostly inhibitors | actives 0.23% (n = 390,000) | AID 743255; also: potency is read from the fitted curve at half-maximal effect; % is scaled to controls: 0 for no effect and ±100 for the full control effect; nearly all actives have a fitted effect of over 60% in size; inactives centre near -12
#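 USP1/UAF1 complex at 1 nM was preincubated with compound for 15 min at room temperature, then Ub-Rho substrate (150nM final) was added. Fluorescence (480/540 nm) was read kinetically, 6 reads every 60 seconds.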
# RXFP1 ag: agonists of human relaxin receptor RXFP1; HEK293T-RXFP1 cAMP TR-FRET, 30 min; response scale: percent of porcine relaxin response, buffer zero; Potency, µM (doses to about 57.5 µM), for the others: top-dose activation, hits mostly activators; actives 0.3% (n = 370,000); AID 2676; also: potency is read from the fitted curve at half-maximal effect; % is scaled to controls: 0 for no effect and ±100 for the full control effect; nearly all actives have a fitted effect of over 60% in size; many of its hits are not listed in these tables
# Target sequence (Q9HBX9 whole entry, looked up): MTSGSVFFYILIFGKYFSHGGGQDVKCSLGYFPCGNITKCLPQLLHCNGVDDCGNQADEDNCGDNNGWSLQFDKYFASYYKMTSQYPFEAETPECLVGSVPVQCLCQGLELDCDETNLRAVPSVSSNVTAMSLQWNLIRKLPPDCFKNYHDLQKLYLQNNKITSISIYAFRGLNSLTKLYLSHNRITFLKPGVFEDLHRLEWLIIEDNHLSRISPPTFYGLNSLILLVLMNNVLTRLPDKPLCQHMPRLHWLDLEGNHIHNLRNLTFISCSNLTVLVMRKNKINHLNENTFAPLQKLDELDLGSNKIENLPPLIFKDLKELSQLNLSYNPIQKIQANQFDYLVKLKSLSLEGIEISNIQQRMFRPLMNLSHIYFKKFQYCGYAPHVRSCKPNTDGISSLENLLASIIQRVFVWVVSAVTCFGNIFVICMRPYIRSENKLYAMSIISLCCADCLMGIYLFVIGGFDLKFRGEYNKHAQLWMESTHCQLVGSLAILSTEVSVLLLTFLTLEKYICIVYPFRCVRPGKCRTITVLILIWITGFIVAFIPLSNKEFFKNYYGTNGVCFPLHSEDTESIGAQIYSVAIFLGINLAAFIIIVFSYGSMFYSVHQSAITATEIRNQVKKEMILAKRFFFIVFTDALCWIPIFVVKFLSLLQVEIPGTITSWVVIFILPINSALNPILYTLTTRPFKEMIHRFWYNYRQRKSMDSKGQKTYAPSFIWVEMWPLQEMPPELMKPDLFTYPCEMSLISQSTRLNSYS
#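 Agonist response is measured as cAMP accumulation in an RXFP1-transfected HEK293T line under PDE4 inhibition. Values are scaled between buffer-only and 29 nM porcine relaxin, and EC50s come from standard Hill equation fits.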
# Vif-A3G inh: blocks the Vif interaction with human APOBEC3G; Q9HC16; HeLa A3G-eYFP + Vif (tagged APOBEC3G with the HIV-1 protein that degrades it), YFP fluorescence, overnight; Potency, µM (doses to about 46.1 µM), inactives show at the highest dose activity, negative = active, hits mostly inhibitors; actives 0.076% (n = 410,000);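 also: potency is read from the fitted curve at half-maximal effect; % is scaled to controls: 0 for no effect and ±100 for the full control effect; nearly all actives have a fitted effect of over 60% in size; hits raise eYFP signal because A3G escapes Vif-driven loss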
#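 HeLa cells stably expressing Vif and C-terminally eYFP-tagged A3G, seeded overnight at 37 deg C, then exposed to compound by pintool overnight at 37 deg C. Rise in yellow fluorescence (Ex 488/Em 500-530, Acumen) marks blocked Vif-driven A3G degradation.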
# GRP78 ERSR act: inducers of ER stress response in human glioma cells; Potency, µM, for the others: at the top dose activation, usual class: activators; U87-MG GRP78 promoter luciferase reporter, 16 h; AID 602332; actives 0.02% (n = 420,000); also: potency is read from the fitted curve at half-maximal effect; series mostly up to about 76 µM; % of control where 0% means no effect; nearly all actives have a fitted effect of over 35% in size
#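 ERSR induction read as luciferase luminescence (Bright-Glo, 10 min at room temperature) in stably transfected human U87-MG glioma cells exposed to compounds for 16 h, using GRP78 as sensor.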
# IDH1 R132H inh: human IDH1 R132H inhibition | O75874 | AID 602179 | actives 0.093% (n = 390,000) | Potency, µM (series often up to 76.6 µM), without a hit: top-dose activity change, negative = inhibition, actives largely listed as inhibitors | IDH1-R132H enzyme, NADPH consumption, diaphorase/resazurin fluorescence; also: potency is read from the fitted curve at half-maximal effect; % is scaled to controls: 0 for no effect and ±100 for the full control effect; nearly all actives have a fitted effect of over 65% in size
#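 IDH1-R132H (0.5 ug/mL) preincubated 30 min with compound, then NADPH (0.016 mM) and alpha-KG (2 mM) added; 80 min at RT, pH 7.5. Remaining NADPH coupled via diaphorase/resazurin to fluorescence (540/590 nm); concentration-response curves normalized to no-enzyme control.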
# LDHA block: blocks human lactate dehydrogenase A. activity change, % (values are at about 110 or 230 µM). P00338. actives 0.15% (n = 480,000). AID 1347041. purified LDHA, NADH/diaphorase-resazurin fluorescence; hits give low values; in the data active = activity change below about -30%; inconclusive = mostly about -25% to -30%;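 also: plate controls were DMSO wells for no effect and wells without enzyme for full effect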
#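 Human LDH5 at 2 nM final in Tris HCl pH 7.4 with 0.06 mM NADH and 0.2 mM pyruvate, reacted 5 minutes at room temperature. Remaining NADH coupled via diaphorase/resazurin; resorufin fluorescence read at 0 and 20 minutes, normalized to enzyme-free and DMSO wells.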
# PI4K2A block: inhibitors of human PI4K2A. activity change, negative = inhibition, % at 76.9 µM. purified PI4K2A, ADP-Glo luminescence, 1 h; hits give low values. actives 0.13% (n = 420,000); in the data active = activity change below about -50%; inconclusive = mostly about -30% to -49%;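 also: -100% = wells without enzyme as full effect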
#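 PI4K2A activity was measured by ADP-Glo luminescence: enzyme (4 ug/mL stock) and phosphatidylinositol (1.2 mM stock) in Tris pH 7.5/MgCl2/EGTA/Triton X-100 buffer were reacted with ATP (300 microM stock) for one hour at ambient temperature.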
# Vif-APOBEC3F blk: Vif-A3F binding inhibition. Potency, µM (highest dose often 46.1 µM), for the others: at the top dose activity, negative = active. actives 0.2% (n = 390,000). HeLa A3F-eYFP + Vif (tagged APOBEC3F with the HIV-1 protein that degrades it), YFP fluorescence increase; also: potency is read from the fitted curve at half-maximal effect; % of control where 0% means no effect; nearly all actives have a fitted effect of over 65% in size
#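 HeLa cells stably expressing A3F-eYFP plus Vif, plated and incubated overnight at 37 deg C, then exposed to compounds overnight at 37 deg C. Blocked degradation read as raised yellow fluorescence (Ex 488/Em 500-530).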
# TrxR1 substrate: substrates of rat thioredoxin reductase 1. O89049. purified TrxR1 substrate turnover, NADPH consumption readout. Potency, µM (series often up to 114 µM), without a hit: at the top dose activity change, negative = substrate turnover. actives 0.01% (n = 390,000). AID 588456; also: potency is read from the fitted curve at half-maximal effect; % is scaled to controls: 0 for no effect and ±100 for the full control effect; nearly all actives have a fitted effect of over 50% in size
#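 Rat TrxR1, dispensed at 90 nM, was prereduced with 400 uM NADPH (final) for 5 min at ~22 deg C, then incubated with compound 15 min before 400 uM selenite. A first-read NADPH fluorescence drop versus no-compound background flagged substrates.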
# * marks the source's active call; other numbers are inactive results; ? = inconclusive; . = no result given; & = joins results of further samples; [ ] = dose if it differs, or a comment. Unless noted, calls follow the shape of the dose curve; as a rule, active = well fitted curve in the direction sought with a large enough effect; inconclusive = small, poorly fitted or top-dose-only effect, or another doubt; inactive = no such curve, though single readings can be large; an effect the other way counts as inactive or inconclusive. Not all compounds are listed; count on the stated rates, not on these rows.
entry	SMILES	USP1 inh	RXFP1 ag	Vif-A3G inh	GRP78 ERSR act	IDH1 R132H inh	LDHA block	PI4K2A block	Vif-APOBEC3F blk	TrxR1 substrate
1	COc1ccc(NC(=O)c2cnn(-c3ccccc3)c2C)c(OC)c1	-15%	-0.3%	-2%	-4%	12%	-7	-12	-3%	3%
2	O=C(COc1ccc(Br)cc1CNCCc1ccccc1)NCc1ccccc1	-19%	0.1%	1%	-6%	-3%	-2	-5	-2%	-4%
3	CN(C)c1ccc(N=Cc2ccco2)cc1	?	-5.8%	0%	4%	20%	28	-23	1%	1%[57.1 µM]
4	O=C(Nc1c(C(=O)N2CCOCC2)oc2ccccc12)c1cccc([N+](=O)[O-])c1	-9%	-2.8%	0%	-4%	-16%	-3	-5	-2%	-12%
5	OCC(O)C1OCOC(C(O)CO)C1O (configuration not stated)	2%	.	-2%	0%	2%	-11	0	-1%	-5%
6	CCCN1CCc2nc(N3CCN(CC)CC3)ncc2C1	-9%	9.8%	1%	0%	-4%	-1	-3	3%	6%[57.1 µM]
7	O=C(NC(=S)NCC1CCCO1)c1ccccc1Br (configuration not stated)	0%	0.3%	1%	-6%	-4%	-10	3	3%	2%
8	O=C(c1ccccc1F)N1CCCc2ccccc21	-19%	7.0%	-7%	-1%	-2%	-4	-1	1%	1%
9	CC(C)NC(=O)Cn1cc(C(=O)COc2ccccc2)c2ccccc21	-23%	2.1%	5%	1%	2%	-2	2	19%	-2%
10	OCC1(CO)CCCC(CO)(CO)C1O	9%	.	3%	0%	-5%	-3	1	-16%	6%[57.1 µM]
11	COc1ccc(OC)c(NC(=O)C2CCN(c3cc(-c4ccccc4)nc4ncnn34)CC2)c1	-7%	-0.2%	0%	-3%	-8%	-2	2	0%	-3%
12	CCOC(=O)Cc1csc(NC(=O)c2cc(C)cc(C)c2)n1	-7%	0.1%	-9%	0%	-5%	1	-4	-9%	-13%
13	O=C(CCCNC(=O)c1ccc(Cl)cc1)Nc1cccc(F)c1	-11%	0.4%	-4%	0%	-2%	-9	2	10%	-1%
14	COCCCNC(=S)N/N=C/c1ccc(N(C)C)cc1Cl	-3%	1.5%	-1%	3%	4%	1	4	3%	13%[57.1 µM]
15	Fc1ccc(-c2nn(-c3ccccc3Cl)c3c2cnc2ccccc23)cc1	-24%	1.0%	-8%	-3%	7%	2	-3	4%	3%[57.1 µM]

# An excerpt from above in order of the Vif-APOBEC3F blk value, smallest number first:
No. | structure | Vif-APOBEC3F blk
12 | CCOC(=O)Cc1csc(NC(=O)c2cc(C)cc(C)c2)n1 | -9%
11 | COc1ccc(OC)c(NC(=O)C2CCN(c3cc(-c4ccccc4)nc4ncnn34)CC2)c1 | 0%
8 | O=C(c1ccccc1F)N1CCCc2ccccc21 | 1%

# Additional results follow:
entry	SMILES	USP1 inh	RXFP1 ag	Vif-A3G inh	GRP78 ERSR act	IDH1 R132H inh	LDHA block	PI4K2A block	Vif-APOBEC3F blk	TrxR1 substrate
16	COC(=O)c1ccc(CNC(=O)CSc2nnc(COc3ccccc3)n2C)o1	-16%	1.7%	-1%	-3%	1%	-1	-6	-16%	5%
17	CCOc1ccccc1NC(=O)N1CCCC1C(=O)NCc1ccco1 (configuration not stated)	-1%	-2.2%	0%	-3%	0%	1	-7	0%	-3%
18	CCC(=O)N1CCc2cc(S(=O)(=O)Nc3ccccc3C)ccc21	-4%	4.1%	-4%	-6%	-5%	-7	-1	4%	2%[57.1 µM]
19	CN(C)/C=C(/C(=O)c1ccc(Cl)cc1Cl)S(=O)(=O)c1ccc(Cl)cc1	-19%	0.0%	-6%	-1%	-7%	0	1	2%	2%
20	N#Cc1c(NC(=O)C2CC(c3ccccc3Cl)=NO2)sc2c1CCC2 (configuration not stated)	-13%	-1.0%	2%	3%	7%	-7	-3	-12%	-5%[57.1 µM]
21	Cc1cc(-n2nc(C)cc2C)n2nc(C)c(-c3ccc(Cl)cc3)c2n1	-7%	2.1%	2%	-3%	2%	-4	-4	2%	11%
22	Cc1nnc(SCC(=O)NC(=O)Nc2ccc3c(c2)OCCO3)s1	-24%	4.2%	2%	0%	-3%	-6	4	-11%	9%[57.1 µM]
23	C=CCn1c(=S)[nH]c2cc(C(=O)NCCc3ccc(S(N)(=O)=O)cc3)ccc2c1=O	-16%	2.5%	0%	-3%	20%	-9	-2	-14%	0%
24	CCCc1cc(=O)[nH]c(SCC(=O)N(C)CC(=O)Nc2ccc(C)cc2)n1	-9%	0.3%	1%	-3%	4%	-3	4	1%	-2%
25	Cc1cc2ncn(-c3ncnc4scc(-c5ccccc5)c34)c2cc1C	-11%	0.3%	-1%	-5%	3%	-6	-2	-21%	-12%
26	C/C(O)=c1/cnc2nc3ccccc3n2c1=O	-12%	7.1%	-2%	3%	-1%	-22	2	-4%	14%[57.1 µM]
27	O=S(=O)(NCc1ccccc1)c1ccc(S(=O)(=O)N(Cc2ccccn2)C2CCCC2)cc1	-24%	0.5%	2%	-5%	4%	-1	-2	-15%	4%
28	CC(NC(=S)NCc1ccc(F)cc1)C12CC3CC(CC(C3)C1)C2 (configuration not stated)	-7%	0.4%	-3%	-9%	2%	-5	-2	?	-4%[57.1 µM]
29	CCCc1ccc(NC(=O)C2CCN(c3cnccn3)CC2)cc1	-15%&-23%	-0.4%&4.5%	-8%&-3%	-6%&-1%	2%&-1%	-13&0	6&-3	2%&-3%	5%&8%
30	O=C(Nc1cccc(C(F)(F)F)c1)c1ccc(Cn2cc(Br)cn2)o1	-23%	1.8%	0%	6%	6%	3	2	-1%	-6%

# 3 compounds from above with just Vif-A3G inh.
no.	SMILES	Vif-A3G inh
12	CCOC(=O)Cc1csc(NC(=O)c2cc(C)cc(C)c2)n1	-9%
6	CCCN1CCc2nc(N3CCN(CC)CC3)ncc2C1	1%
10	OCC1(CO)CCCC(CO)(CO)C1O	3%

# Two entries from above, with values under each structure:
# The line under a structure holds: USP1 inh | RXFP1 ag | Vif-A3G inh | GRP78 ERSR act | IDH1 R132H inh | LDHA block | PI4K2A block | Vif-APOBEC3F blk | TrxR1 substrate
17	CCOc1ccccc1NC(=O)N1CCCC1C(=O)NCc1ccco1 (configuration not stated)
 : -1% | -2.2% | 0% | -3% | 0% | 1 | -7 | 0% | -3%
18	CCC(=O)N1CCc2cc(S(=O)(=O)Nc3ccccc3C)ccc21
 : -4% | 4.1% | -4% | -6% | -5% | -7 | -1 | 4% | 2%[57.1 µM]

# Three records drawn at random from the list so far:
entry	SMILES	USP1 inh	RXFP1 ag	Vif-A3G inh	GRP78 ERSR act	IDH1 R132H inh	LDHA block	PI4K2A block	Vif-APOBEC3F blk	TrxR1 substrate
23	C=CCn1c(=S)[nH]c2cc(C(=O)NCCc3ccc(S(N)(=O)=O)cc3)ccc2c1=O	-16%	2.5%	0%	-3%	20%	-9	-2	-14%	0%
24	CCCc1cc(=O)[nH]c(SCC(=O)N(C)CC(=O)Nc2ccc(C)cc2)n1	-9%	0.3%	1%	-3%	4%	-3	4	1%	-2%
26	C/C(O)=c1/cnc2nc3ccccc3n2c1=O	-12%	7.1%	-2%	3%	-1%	-22	2	-4%	14%[57.1 µM]

# The results go on:
entry	SMILES	USP1 inh	RXFP1 ag	Vif-A3G inh	GRP78 ERSR act	IDH1 R132H inh	LDHA block	PI4K2A block	Vif-APOBEC3F blk	TrxR1 substrate
31	Cc1ccc2sc(N(CCCN(C)C)C(=O)c3ccc(S(=O)(=O)N(C)C4CCCCC4)cc3)nc2c1C	-24%	0.6%	-15%	-13%	1%	4	-4	3%	-6%
32	Cc1csc(NC(=O)CSc2nc3nc(C)cc(C)n3n2)n1	2%	5.4%	1%	-3%	0%	-8	-1	7%	-16%
33	Cc1cnc(C(=O)OCC(=O)c2ccccc2)cn1	-5%	1.2%	0%	1%	-2%	-11	-3	1%	-1%[57.1 µM]
34	O=c1c2ccccc2nnn1CSc1nc2ccccc2[nH]1	-7%	4.7%	0%	-1%	23%	-6	2	5%	4%[57.1 µM]
35	CC1CCN(C(=O)CSc2c(C(C)C)cnc3c2c(=O)n(C)c(=O)n3C)CC1	6%	8.2%	5%	-4%	0%	-4	-9	-2%	-9%[57.1 µM]
36	CCc1ccc(-c2cc(C)no2)cc1S(=O)(=O)NCCc1ccc(OC)c(OC)c1	-19%	-0.4%	-5%	3%	7%	0	-1	-8%	4%
37	COc1ccc2c(OC)cc(=O)n(C)c2c1	-16%	-0.3%	-2%	-1%	5%	-6	-4	-1%	-13%
